TcdB GH inh: TcdB glycohydrolase inhibition; 350,000 compounds, 0.24% hits; TcdB glycohydrolase enzymatic assay, plate reader; P18177; inhibition, % at 9.99 µM; in the data active = inhibition above about 10%
Target sequence (P18177 whole entry, looked up): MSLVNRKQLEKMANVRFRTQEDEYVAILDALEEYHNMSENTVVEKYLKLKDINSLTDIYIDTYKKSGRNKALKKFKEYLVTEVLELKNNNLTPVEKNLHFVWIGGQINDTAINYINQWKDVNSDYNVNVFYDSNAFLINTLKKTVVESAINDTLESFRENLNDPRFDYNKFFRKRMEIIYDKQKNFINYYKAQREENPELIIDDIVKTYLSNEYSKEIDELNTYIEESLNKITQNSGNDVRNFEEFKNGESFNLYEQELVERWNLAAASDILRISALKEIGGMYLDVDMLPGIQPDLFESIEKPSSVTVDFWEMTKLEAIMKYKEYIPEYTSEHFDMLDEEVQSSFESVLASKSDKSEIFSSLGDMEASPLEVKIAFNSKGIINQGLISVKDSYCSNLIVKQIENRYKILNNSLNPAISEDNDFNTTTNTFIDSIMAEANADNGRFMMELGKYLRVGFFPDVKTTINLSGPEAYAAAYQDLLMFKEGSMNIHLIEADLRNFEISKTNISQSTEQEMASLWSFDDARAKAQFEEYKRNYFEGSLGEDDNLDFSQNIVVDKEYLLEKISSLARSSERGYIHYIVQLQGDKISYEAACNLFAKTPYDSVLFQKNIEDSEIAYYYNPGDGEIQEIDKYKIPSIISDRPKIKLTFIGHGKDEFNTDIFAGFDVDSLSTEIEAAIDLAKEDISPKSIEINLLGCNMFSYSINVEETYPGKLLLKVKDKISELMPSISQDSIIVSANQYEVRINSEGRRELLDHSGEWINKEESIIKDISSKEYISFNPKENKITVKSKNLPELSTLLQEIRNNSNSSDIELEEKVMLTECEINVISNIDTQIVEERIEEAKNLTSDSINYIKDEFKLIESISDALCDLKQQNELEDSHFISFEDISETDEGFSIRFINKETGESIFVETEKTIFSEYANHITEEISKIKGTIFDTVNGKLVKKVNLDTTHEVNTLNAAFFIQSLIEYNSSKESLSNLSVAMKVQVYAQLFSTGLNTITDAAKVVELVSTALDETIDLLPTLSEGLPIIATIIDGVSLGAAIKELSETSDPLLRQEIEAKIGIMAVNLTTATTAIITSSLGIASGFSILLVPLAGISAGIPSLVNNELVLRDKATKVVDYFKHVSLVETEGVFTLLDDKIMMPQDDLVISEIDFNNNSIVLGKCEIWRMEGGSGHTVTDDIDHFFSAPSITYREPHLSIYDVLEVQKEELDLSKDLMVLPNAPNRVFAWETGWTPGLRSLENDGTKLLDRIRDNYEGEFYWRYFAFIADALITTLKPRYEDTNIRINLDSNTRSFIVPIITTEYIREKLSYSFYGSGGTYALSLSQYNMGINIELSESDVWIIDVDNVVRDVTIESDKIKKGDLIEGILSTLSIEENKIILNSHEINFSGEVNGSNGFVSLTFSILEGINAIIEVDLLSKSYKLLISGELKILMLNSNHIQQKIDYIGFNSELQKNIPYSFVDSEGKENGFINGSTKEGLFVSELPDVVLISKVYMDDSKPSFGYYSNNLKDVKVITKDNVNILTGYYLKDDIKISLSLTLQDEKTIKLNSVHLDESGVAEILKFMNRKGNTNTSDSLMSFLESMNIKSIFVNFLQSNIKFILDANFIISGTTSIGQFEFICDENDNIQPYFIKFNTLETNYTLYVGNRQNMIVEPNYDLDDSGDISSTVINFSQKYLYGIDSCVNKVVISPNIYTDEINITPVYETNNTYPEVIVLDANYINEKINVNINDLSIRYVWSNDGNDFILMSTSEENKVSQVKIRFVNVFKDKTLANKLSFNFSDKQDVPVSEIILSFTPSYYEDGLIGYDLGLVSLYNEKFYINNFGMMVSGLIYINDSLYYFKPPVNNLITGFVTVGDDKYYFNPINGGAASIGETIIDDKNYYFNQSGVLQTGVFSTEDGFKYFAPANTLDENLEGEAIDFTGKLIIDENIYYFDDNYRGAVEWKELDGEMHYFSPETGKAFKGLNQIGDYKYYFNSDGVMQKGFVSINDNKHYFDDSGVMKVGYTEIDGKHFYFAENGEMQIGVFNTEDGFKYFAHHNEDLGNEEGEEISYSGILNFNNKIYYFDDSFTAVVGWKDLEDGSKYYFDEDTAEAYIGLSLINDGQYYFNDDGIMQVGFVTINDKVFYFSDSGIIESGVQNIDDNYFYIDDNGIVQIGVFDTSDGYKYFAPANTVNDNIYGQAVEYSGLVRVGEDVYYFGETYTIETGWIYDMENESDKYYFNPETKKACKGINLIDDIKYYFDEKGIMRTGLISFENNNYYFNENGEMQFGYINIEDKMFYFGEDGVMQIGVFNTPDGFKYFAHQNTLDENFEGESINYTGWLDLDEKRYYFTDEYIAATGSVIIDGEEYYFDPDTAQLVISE
* = called active by the depositor; & = joins results of further samples.

SMILES	TcdB GH inh
CCCC(=O)Nc1ccc2c(c1)C(=O)N(C)C[C@H](OC)[C@@H](C)CN(S(=O)(=O)c1cn(C)cn1)[C@H](C)CO2	-0.2
COc1cccc(S(=O)(=O)N2CCCCN3[C@H](C2)[C@H](c2ccc(C#CC(C)C)cc2)[C@@H]3CO)c1	-0.6
O=C(c1ccccn1)N1CC2(C1)[C@H](c1ccccc1)[C@@H](CO)N2Cc1ccccc1	-0.5
C[C@@H]1CN([C@H](C)CO)S(=O)(=O)c2ccc(-c3cccc(F)c3)cc2O[C@@H]1CN(C)C(=O)c1cccc(F)c1	1.2
C[C@@H]1CN([C@@H](C)CO)S(=O)(=O)c2ccc(C3=CCCC3)cc2O[C@@H]1CN(C)C(=O)CC1CC1	-0.8
CC(C)CC#Cc1cnc2c(c1)C(=O)N([C@H](C)CO)C[C@@H](C)[C@H](CN(C)C(=O)CCN1CCCCC1)O2	-0.1
CCCC(=O)N1C[C@H]2[C@@H](c3ccccc31)[C@H](CO)N2C(=O)Nc1ccc(F)cc1	2.1
COc1cccc(CN2[C@@H](CO)[C@H](c3ccccc3)C23CN(C(=O)C2CC2)C3)c1	-2.1
COc1cccc(S(=O)(=O)N(C)C[C@@H]2OCc3ccccc3-c3c(n(C)c4ccccc34)C(=O)N([C@H](C)CO)C[C@H]2C)c1	-0.4
O=C(NCCc1ccccc1)[C@H]1N[C@H]2c3ccc(-c4ccccc4)c(=O)n3C[C@H]2[C@@H]1CO	-2.4
O=C(C[C@H]1CC[C@@H]2[C@H](COC[C@@H](O)CN2C(=O)Nc2cccc(Cl)c2)O1)NCc1ccccc1F	-0.2
C[C@@H]1CN([C@@H](C)CO)C(=O)c2cc(NC(=O)Nc3cccc4ccccc34)ccc2O[C@@H]1CN(C)S(=O)(=O)c1cn(C)cn1	-0.1
Cc1noc(C)c1S(=O)(=O)Nc1ccc2c(c1)C(=O)N([C@@H](C)CO)C[C@@H](C)[C@@H](CN(C)C(=O)Nc1ccc3c(c1)OCO3)OCCCC[C@@H](C)O2	-1.1
Cc1ccc(S(=O)(=O)N(C)C[C@@H]2Oc3c(NC(=O)c4cnccn4)cccc3C(=O)N([C@H](C)CO)C[C@H]2C)cc1	-1.2
CC(C)NC(=O)N(C)C[C@@H]1OCCCC[C@@H](C)Oc2ccc(NC(=O)Nc3ccccc3)cc2C(=O)N([C@@H](C)CO)C[C@H]1C	0.6
CCCNC(=O)N1CC2(C1)[C@@H](c1ccccc1)[C@@H](CO)N2Cc1cccc(F)c1	1.8
C[C@@H]1CN([C@H](C)CO)C(=O)c2c(c3ccccc3n2C)-c2ccccc2CO[C@@H]1CN(C)C(=O)c1ccccc1	-1.6
COc1ccccc1NC(=O)N[C@@H]1CC[C@@H](CC(=O)N2CCC(Cc3ccccc3)CC2)O[C@@H]1CO	-1.3
C[C@@H]1CN([C@@H](C)CO)C(=O)c2cc(NC(=O)Nc3ccccc3)ccc2O[C@@H]1CN(C)Cc1ccccc1	-21
COCC(=O)Nc1ccc2c(c1)[C@@H]1C[C@H](CC(=O)N[C@@H](C)c3ccccc3)O[C@@H](CO)[C@@H]1O2	3.0

Ordered by length of the SMILES (falling): part of the list above
SMILES	TcdB GH inh
Cc1noc(C)c1S(=O)(=O)Nc1ccc2c(c1)C(=O)N([C@@H](C)CO)C[C@@H](C)[C@@H](CN(C)C(=O)Nc1ccc3c(c1)OCO3)OCCCC[C@@H](C)O2	-1.1
CC(C)NC(=O)N(C)C[C@@H]1OCCCC[C@@H](C)Oc2ccc(NC(=O)Nc3ccccc3)cc2C(=O)N([C@@H](C)CO)C[C@H]1C	0.6
COc1cccc(S(=O)(=O)N(C)C[C@@H]2OCc3ccccc3-c3c(n(C)c4ccccc34)C(=O)N([C@H](C)CO)C[C@H]2C)c1	-0.4
CCCC(=O)Nc1ccc2c(c1)C(=O)N(C)C[C@H](OC)[C@@H](C)CN(S(=O)(=O)c1cn(C)cn1)[C@H](C)CO2	-0.2
COCC(=O)Nc1ccc2c(c1)[C@@H]1C[C@H](CC(=O)N[C@@H](C)c3ccccc3)O[C@@H](CO)[C@@H]1O2	3.0
CC(C)CC#Cc1cnc2c(c1)C(=O)N([C@H](C)CO)C[C@@H](C)[C@H](CN(C)C(=O)CCN1CCCCC1)O2	-0.1
C[C@@H]1CN([C@@H](C)CO)C(=O)c2cc(NC(=O)Nc3ccccc3)ccc2O[C@@H]1CN(C)Cc1ccccc1	-21
O=C(C[C@H]1CC[C@@H]2[C@H](COC[C@@H](O)CN2C(=O)Nc2cccc(Cl)c2)O1)NCc1ccccc1F	-0.2
COc1cccc(S(=O)(=O)N2CCCCN3[C@H](C2)[C@H](c2ccc(C#CC(C)C)cc2)[C@@H]3CO)c1	-0.6
COc1ccccc1NC(=O)N[C@@H]1CC[C@@H](CC(=O)N2CCC(Cc3ccccc3)CC2)O[C@@H]1CO	-1.3
CCCC(=O)N1C[C@H]2[C@@H](c3ccccc31)[C@H](CO)N2C(=O)Nc1ccc(F)cc1	2.1
COc1cccc(CN2[C@@H](CO)[C@H](c3ccccc3)C23CN(C(=O)C2CC2)C3)c1	-2.1
CCCNC(=O)N1CC2(C1)[C@@H](c1ccccc1)[C@@H](CO)N2Cc1cccc(F)c1	1.8

More records:
SMILES	TcdB GH inh
COc1ccc(S(=O)(=O)N(C)C[C@H]2Oc3ccc(NC(=O)Nc4ccc(F)cc4)cc3C(=O)N([C@@H](C)CO)C[C@@H]2C)cc1	-0.3
Cc1noc(C)c1S(=O)(=O)Nc1ccc2c(c1)C(=O)N([C@H](C)CO)C[C@H](C)[C@@H](CN(C)S(=O)(=O)c1ccccc1)OCCCC[C@@H](C)O2	-0.4
CNC[C@H]1Oc2ccc(NC(=O)c3ccncc3)cc2CC(=O)N([C@H](C)CO)C[C@@H]1C	-0.3
Cc1noc(C)c1S(=O)(=O)Nc1cccc2c1O[C@H](CN(C)Cc1ccc(C(=O)O)cc1)[C@H](C)CN([C@H](C)CO)C2=O	0.3
C[C@@H]1CN([C@H](C)CO)C(=O)c2cc(C3=CCCCC3)cnc2O[C@H]1CN(C)C(=O)c1ccc2c(c1)OCO2	0.2
CN1[C@@H]2Cn3c(ccc(-c4ccc(F)cc4)c3=O)[C@H]1[C@@H](C(=O)Nc1nccs1)[C@@H]2CO	1.1
O=C(Cc1cccnc1)N1CCCCN2[C@@H](CO)[C@H](c3ccc(C#CC4CC4)cc3)[C@@H]2C1	-17
O=C(c1ccc(F)cc1)N1CC(=O)N2[C@H](CO)[C@@H](c3ccc(-c4cccnc4)cc3)[C@@H]2C1	0.8
O=C(Cc1ccccc1)N1CC(=O)N2[C@H](CO)[C@@H](c3ccc(-c4ccc(F)cc4)cc3)[C@@H]2C1	0.6
O=C(C[C@H]1C=C[C@@H](NC(=O)C2CCC2)[C@@H](CO)O1)NCCCN1CCOCC1	-0.8
C[C@H](CO)N1C[C@H](C)[C@H](CN(C)Cc2ccc3c(c2)OCCO3)OCc2cnnn2CCCC1=O	2.2
C[C@H]1CN([C@@H](C)CO)C(=O)c2cc(-c3ccc(C#N)cc3)cnc2O[C@@H]1CN(C)Cc1ccncc1	-0.7
Cc1noc(C)c1S(=O)(=O)N(C)C[C@@H]1Oc2c(cccc2N(C)C)C(=O)N([C@H](C)CO)C[C@@H]1C	-7.7
O=C(Nc1cccc(F)c1)N1CCCCN2[C@H](CO)[C@@H](c3ccc(-c4ccccc4F)cc3)[C@H]2C1	0.4
C[C@@H]1CN([C@@H](C)CO)C(=O)c2cccc(NC(=O)Nc3ccc(C(F)(F)F)cc3)c2O[C@@H]1CN(C)S(=O)(=O)c1ccc(Cl)cc1	-0.2
Cc1noc(C)c1S(=O)(=O)Nc1ccc2c(c1)C(=O)N([C@H](C)CO)C[C@H](C)[C@H](CN(C)S(=O)(=O)c1ccc(F)cc1)O2	0.5
C[C@H]1CN([C@@H](C)CO)C(=O)Cc2cc(NC(=O)Nc3ccccc3)ccc2O[C@@H]1CN(C)C(=O)Nc1ccc(F)cc1	-0.1
COc1ccc(-c2ccc3c(c2)[C@H]2[C@H](CCN2C(=O)CN2CCOCC2)[C@@H](CO)N3)cc1	15*
C[C@H]1CN([C@@H](C)CO)C(=O)Cc2cc(NC(=O)NC3CCCCC3)ccc2O[C@@H]1CN(C)C(=O)Nc1ccc2c(c1)OCO2	-1.2
COc1ccc(S(=O)(=O)Nc2ccc3c(c2)CC(=O)N([C@@H](C)CO)C[C@@H](C)[C@H](CN(C)CC2CCCCC2)O3)cc1	0.0
CC(C)NC(=O)Nc1ccc2c(c1)C(=O)N([C@@H](C)CO)C[C@@H](C)[C@H](CN(C)C(=O)c1ccncc1)OCCCC[C@H](C)O2	-5.9
Cc1ccc(S(=O)(=O)Nc2ccc3c(c2)C(=O)N([C@H](C)CO)C[C@@H](C)[C@@H](CN(C)C(=O)c2ccccc2)OCCCC[C@@H](C)O3)cc1	0.0
C[C@@H]1CN([C@@H](C)CO)C(=O)c2cc(NS(=O)(=O)c3ccc(F)cc3)ccc2O[C@@H](C)CCCCO[C@@H]1CN(C)S(=O)(=O)c1ccccc1	-1.5
CNC[C@@H]1Oc2ncc(-c3ccc(OC)cc3)cc2C(=O)N([C@H](C)CO)C[C@@H]1C	1.9&-0.8
Cc1noc(C)c1NC(=O)Nc1ccc2c(c1)CC(=O)N([C@@H](C)CO)C[C@@H](C)[C@H](CN(C)C(=O)Nc1ccc(C(F)(F)F)cc1)O2	0.7
COc1cccc(C#Cc2cnc3c(c2)C(=O)N([C@@H](C)CO)C[C@@H](C)[C@@H](CN(C)C(=O)C2CCOCC2)O3)c1	-0.7
CCCC(=O)N1CCC2(CC1)CN(C(=O)Nc1c(C)noc1C)[C@H](CO)c1c2c2ccc(OC)cc2n1C	-1.4
O=C(C[C@@H]1C[C@H]2c3cc(NS(=O)(=O)c4ccc(F)cc4)ccc3O[C@H]2[C@@H](CO)O1)NCc1ccc(-c2ccccc2)cc1	-1.2
COc1cccc(C#Cc2ccc([C@@H]3[C@H](CO)N4C(=O)CN(C(=O)c5ccncc5)C[C@@H]34)cc2)c1	-0.9
CC(=O)N1[C@H](CO)[C@H](c2ccccc2)C12CN(C(=O)c1ccccn1)C2	0.0
O=C(C1CCCC1)N1C[C@H]2[C@@H](c3ccccc31)[C@H](CO)N2C(=O)c1cccnc1	-0.3
COCCNC(=O)C[C@H]1CC[C@H]2[C@H](COc3ccc(NC(=O)COC)cc3C(=O)N2C)O1	-0.4
CC=Cc1ccc2n(c1=O)C[C@@H]1[C@@H](CO)[C@H](C(=O)NC3CCC3)[C@H]2N1Cc1cccnc1 (mixture of isomers)	0.8
O=C(CC1CC1)N[C@@H]1C[C@@H]2O[C@H](CO)CC[C@@H]2O[C@@H]1CCc1ccc(C#Cc2ccccc2)cc1	2.0
O=C(CN1CCOCC1)N1CC2(C1)[C@H](c1ccccc1)[C@H](CO)N2Cc1cccc(F)c1	-1.0
CCCN1C[C@@H](C)[C@@H](OC)CN(C)C(=O)c2cc(NC(=O)c3cnccn3)ccc2OC[C@@H]1C	0.6
CNC[C@H]1OCCCC[C@@H](C)Oc2ccc(NC(=O)Nc3ccc4c(c3)OCO4)cc2C(=O)N([C@H](C)CO)C[C@@H]1C	0.2
CCCNC(=O)N[C@@H]1CC[C@H](CC(=O)NCCc2ccccc2)O[C@H]1CO	0.1
COc1cccc(-c2ccc3c(c2)[C@H]2[C@H](CCN2C(=O)C2CCOCC2)[C@H](CO)N3)c1	-0.8
CN(C)C(=O)C[C@@H]1CC[C@@H](NS(=O)(=O)c2ccccc2)[C@@H](CO)O1	-2.8
Cc1ccccc1S(=O)(=O)N[C@H]1CC[C@H](CCNS(=O)(=O)c2cccc(F)c2)O[C@@H]1CO	0.3
C[C@@H](NC(=O)C[C@@H]1C=C[C@H](NC(=O)CN2CCOCC2)[C@@H](CO)O1)c1ccccc1	-0.7
CCC(=O)Nc1ccc2c(c1)C(=O)N(C)C[C@H](OC)[C@@H](C)CN(C(=O)COC)[C@@H](C)CO2	0.4
COc1ccc2c3c([nH]c2c1)[C@H](CO)N(Cc1cccc(Cl)c1)CC31CN(C)C1	-0.3
COc1ccccc1NC(=O)N1C[C@H]2[C@@H](c3ccccc31)[C@@H](CO)N2CC1CCCC1	-0.6
Cc1ccc(S(=O)(=O)N(C)C[C@H]2Oc3c(NC(=O)NC4CCCCC4)cccc3C(=O)N([C@@H](C)CO)C[C@@H]2C)cc1	0.6
C[C@H](CO)N1C[C@H](C)[C@H](CN(C)Cc2ccc(Oc3ccccc3)cc2)Oc2ccc(NC(=O)Nc3ccc(F)cc3)cc2C1=O	0.8
Cc1ccc(S(=O)(=O)N[C@@H]2CC[C@@H](CC(=O)NCc3ccc(Cl)c(Cl)c3)O[C@@H]2CO)cc1	-1.3
Cc1ccc(S(=O)(=O)N(C)C[C@@H]2OCCCC[C@H](C)Oc3ccc(NC(=O)NC4CCCCC4)cc3C(=O)N([C@@H](C)CO)C[C@H]2C)cc1	0.6
C[C@@H]1CCCCO[C@H](CN(C)S(=O)(=O)c2cn(C)cn2)[C@H](C)CN([C@@H](C)CO)C(=O)c2cc(NC(=O)CCCCCC(=O)Nc3ccccc3N)ccc2O1	0.5
O=C(C1CCCC1)N1C[C@@H]2N[C@H](C1)C2c1ccc(-c2cccc(F)c2)cc1 (stereo partly drawn)	1.1
CC=Cc1ccc2n(c1=O)C[C@H]1[C@H](CO)[C@@H](C(=O)NCCN3CCCCC3)N(C(C)=O)[C@@H]21 (mixture of isomers)	0.1
CO[C@H]1CN(C)C(=O)c2ccc(NC(=O)C3CCCCC3)cc2OC[C@@H](C)NC[C@@H]1C	0.5
O=C1CNC[C@@H]2[C@@H](c3ccc(Br)cc3)[C@@H](CO)N12	0.5
N#Cc1ccc(-c2ccc(C3[C@@H]4CN(C(=O)Nc5ccc(C(F)(F)F)cc5)C[C@H]3N4)cc2)cc1 (stereo partly drawn)	-0.3&-0.5
COc1ccc(S(=O)(=O)N(C)C[C@@H]2OCCCC[C@@H](C)Oc3ccc(NC(=O)Cc4ccccc4)cc3C(=O)N([C@@H](C)CO)C[C@H]2C)cc1	0.2
COc1ccc(-c2cnc3c(c2)C(=O)N([C@H](C)CO)C[C@@H](C)[C@H](CN(C)C(=O)C2CCC2)O3)cc1	-1.0
COCC(=O)N1[C@H](CO)[C@@H](c2ccccc2)C12CN(C(=O)c1ccc(F)cc1)C2	0.9
CN1C(=O)c2cc(NC(=O)C3CC3)ccc2OC[C@H]2O[C@H](CC(=O)NCc3ccccc3F)CC[C@H]21	-3.1
O=C(C[C@@H]1CC[C@@H]2[C@H](COC[C@H](O)CN2Cc2ccccc2)O1)NCc1ccccc1Cl	-1.1

This is a subset; the hit share may differ from the screen's.
